Screening data (PubChem)
VEEV TC-83 Vero – inhibitors of VEEV TC-83 cytopathic effect, confirmation, Vero cells (AID 588727) | Vero cells, VEEV TC-83 cytopathic effect inhibition; higher % means a stronger effect | inhibition, % at 20 µM; hits with a dose series show IC50 in µM | 350,000 compounds, 0.13% hits; in the data active means a potency from the dose series; inconclusive means inhibition mostly from about 14% at the one dose, without a potency; inactive means the rest, 99 in 100 with inhibition below about 12%; further: strong numbers were not always called active
M. tuberculosis – growth inhibition of non-replicating M. tuberculosis (AID 488890); one-dose inhibition, % at 25 µM; IC50 in µM for titrated hits; Mycobacterium tuberculosis non-replicating, growth inhibition; higher % means a stronger effect; 320,000 compounds, 0.39% hits; in the data active means a potency from the dose series; inconclusive means inhibition mostly from about 82% at the one dose, without a potency; inactive means the rest, 99 in 100 with inhibition below about 76%;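 further: plate controls were DMSO cells for no effect and high antibiotic wells for full effect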
H37Rv inhibition – M. tuberculosis growth inhibition, HTS (AID 449762); M. tuberculosis H37Rv growth inhibition, 7H9 media; higher % means a stronger effect; inhibition, % at 25 µM; hits with a dose series show IC50 in µM; 330,000 compounds, 0.59% hits; in the data active means a potency from the dose series; inconclusive means inhibition above about 70% without an active follow-up result;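 further: bacterial growth assessed after seven days of incubation; strong numbers were not always called active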
Salmonella PhoP GFP – PhoP regulon inhibitors, Salmonella typhi PhoP promoter GFP reporter, confirmatory (AID 1850) | 310,000 compounds, 0.33% hits | one-dose inhibition, % at 50 µM; IC50 in µM for titrated hits | Salmonella Typhi PhoP-promoter GFP reporter, fluorescence, 4 h; higher % means a stronger effect; in the data active means a potency from the dose series; inconclusive means inhibition mostly from about 25% at the one dose, without a potency; inactive means the rest, 99 in 100 with inhibition below about 19%;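 further: 0% = induced wells with vehicle and 100% = uninduced wells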
influenza NS1A – H1N1 influenza NS1A inhibitors, functional cell based assay (AID 504329) | NS1A functional cell-based assay, percent inhibition; higher % means a stronger effect | 340,000 compounds, 0.3% hits | inhibition, % at 12.5 µM; hits with a dose series show IC50 in µM; in the data active means a potency from the dose series; inconclusive means inhibition above about 27% without an active follow-up result; further: strong numbers were not always called active
VEEV TC-83 Vero 10K pilot screen – further read-out of VEEV TC-83 Vero, marked with its call; inhibition, %; measured here: 10K pilot screen inhibition
* hit, by the source's call.

What do the screens show for `Cc1cccc(NS(=O)(=O)c2cccc(C(=O)NCCCN3CCCC3=O)c2)c1`?
VEEV TC-83 Vero: 1.3%; M. tuberculosis: -8%; H37Rv inhibition: -13%; Salmonella PhoP GFP: -10%; influenza NS1A: -3%

What do the screens show for `COc1ccc(-c2cc(C(=O)N(C)Cc3ccccc3)c3ccccc3n2)cc1`?
VEEV TC-83 Vero: 5.0%; M. tuberculosis: 50%; H37Rv inhibition: 52%; Salmonella PhoP GFP: -1%; influenza NS1A: -4%

What do the screens show for `CCc1noc(C)c1C(=O)NNC(=O)COc1cc(C)ccc1C`?
VEEV TC-83 Vero: 0.2%; M. tuberculosis: 2%; H37Rv inhibition: 1%; influenza NS1A: -4%

Results for O=C(CCc1ccccc1)Nc1cccnc1 ?
VEEV TC-83 Vero: inactive; M. tuberculosis: -18%; H37Rv inhibition: 1%; Salmonella PhoP GFP: -7%; influenza NS1A: -1%

Results for CC1=C(C(=O)Nc2ccccn2)C(c2ccc(N(C)C)cc2)n2ncnc2N1 (centres undefined) ?
VEEV TC-83 Vero: 0.1%; M. tuberculosis: 2%; H37Rv inhibition: -8%; Salmonella PhoP GFP: 0%; influenza NS1A: -2%

How did Cc1ccc(C(=O)c2c(NC(=O)c3ccccc3C)sc(C)c2C)cc1 do in these assays?
VEEV TC-83 Vero: 0.6%; M. tuberculosis: 34%; H37Rv inhibition: 3%; Salmonella PhoP GFP: 13%; influenza NS1A: -4%

How did COc1ccc(NC(=O)CN(C)CC(=O)N2CCCCCC2)cc1 do in these assays?
VEEV TC-83 Vero: 0.4%; influenza NS1A: 5%

Results for COC(=O)c1ccc(-c2nc3cc(N)ccc3o2)cc1 ?
VEEV TC-83 Vero: 2.1%; M. tuberculosis: -21%; H37Rv inhibition: 32%; Salmonella PhoP GFP: -2%; influenza NS1A: -2%; VEEV TC-83 Vero 10K pilot screen: 4.0

How did CCn1cc[n+](C)c1P(c1ccccc1)c1ccccc1 do in these assays?
VEEV TC-83 Vero: 0.5%; M. tuberculosis: -5%; H37Rv inhibition: 3%; Salmonella PhoP GFP: -6%; influenza NS1A: 4%; VEEV TC-83 Vero 10K pilot screen: 2.0

What do the screens show for `Nc1c(C(=O)CSc2nnc(Cc3ccccc3)o2)c(=O)[nH]c(=O)n1C1CC1`?
VEEV TC-83 Vero: 0.4%; M. tuberculosis: -14%; H37Rv inhibition: -8%; influenza NS1A: -10%

How did CN(CC(=O)Nc1cccc(F)c1)C(=O)c1ccc(OCc2cn3ccccc3n2)cc1 do in these assays?
VEEV TC-83 Vero: 7.4%; M. tuberculosis: 2%; H37Rv inhibition: -4%; influenza NS1A: -4%

How did Cc1ccc(Nc2nnc(SCc3cc(=O)n4cc(C)ccc4n3)s2)cc1 do in these assays?
VEEV TC-83 Vero: 4.0%; M. tuberculosis: -18%; H37Rv inhibition: -1%; Salmonella PhoP GFP: -11%; influenza NS1A: -3%

Entries shown so far that contain an aryl methoxy group (2):
What do the screens show for `COc1ccc(-c2cc(C(=O)N(C)Cc3ccccc3)c3ccccc3n2)cc1`?
VEEV TC-83 Vero: 5.0%; M. tuberculosis: 50%; H37Rv inhibition: 52%; Salmonella PhoP GFP: -1%; influenza NS1A: -4%

How did COc1ccc(NC(=O)CN(C)CC(=O)N2CCCCCC2)cc1 do in these assays?
VEEV TC-83 Vero: 0.4%; influenza NS1A: 5%

Further results follow.
What do the screens show for `CC(C)(C)c1ccc(-c2n[nH]c(=S)n2CC2CCCO2)cc1` (centres undefined)?
VEEV TC-83 Vero: 5.4%; M. tuberculosis: -3%; H37Rv inhibition: 0%; Salmonella PhoP GFP: 3%; influenza NS1A: 3%

What do the screens show for `CCOCCOC(NC(=O)c1ccccc1)(C(F)(F)F)C(F)(F)F`?
VEEV TC-83 Vero: inactive; M. tuberculosis: 29%; H37Rv inhibition: 9%; Salmonella PhoP GFP: -1%; influenza NS1A: 6%

How did O=S(=O)(c1ccc(OCC(O)CN2CCCC2)cc1)N1CCOCC1 (centres undefined) do in these assays?
VEEV TC-83 Vero: 3.0%; M. tuberculosis: -8%; H37Rv inhibition: -1%; Salmonella PhoP GFP: 2%; influenza NS1A: 3%

Results for Cc1nc(C(N)=O)nc2ccccc12 ?
VEEV TC-83 Vero: 3.8%; M. tuberculosis: 24%; H37Rv inhibition: -10%; Salmonella PhoP GFP: 9%; influenza NS1A: -3%

How did O=C(OCc1ccco1)c1ccc(S(=O)(=O)N2CCCCC2)cc1 do in these assays?
VEEV TC-83 Vero: 1.1%; M. tuberculosis: 69%; H37Rv inhibition: 22%; Salmonella PhoP GFP: -10%; influenza NS1A: 2%

Results for O=C(OC(C(=O)NCc1ccc2c(c1)OCO2)c1ccc(Cl)cc1)c1ccco1 (centres undefined) ?
VEEV TC-83 Vero: 4.8%; M. tuberculosis: 36%; H37Rv inhibition: 14%; Salmonella PhoP GFP: -16%; influenza NS1A: -2%

What do the screens show for `CN(C)c1ccc(N=Nc2ccccc2C(=O)OCC(=O)NC2CCCC2)cc1`?
VEEV TC-83 Vero: 4.8%; M. tuberculosis: inconclusive; H37Rv inhibition: inconclusive; Salmonella PhoP GFP: -2%; influenza NS1A: 20µM*

What do the screens show for `O=C(CCC(=O)OCc1cccc(C(=O)Oc2ccccc2)c1)Nc1cccc2ccccc12`?
VEEV TC-83 Vero: 3.3%; M. tuberculosis: 52%; H37Rv inhibition: inconclusive; Salmonella PhoP GFP: -16%; influenza NS1A: -1%

How did CCN=C1SC(CC(N)=O)C(=O)N1CC (centres undefined) do in these assays?
VEEV TC-83 Vero: inactive; M. tuberculosis: -18%; H37Rv inhibition: -8%; Salmonella PhoP GFP: 3%; influenza NS1A: 3%

Results for CN(C)c1ccc(-c2n[nH]c(=S)n2-c2ccccc2)cc1 ?
VEEV TC-83 Vero: 1.1%; M. tuberculosis: -2%; H37Rv inhibition: 4%; Salmonella PhoP GFP: -11%; influenza NS1A: 8%

What do the screens show for `C=CCOc1ccccc1CNn1nnnc1N`?
VEEV TC-83 Vero: 1.4%; M. tuberculosis: 2%; H37Rv inhibition: 0%; Salmonella PhoP GFP: -1%; influenza NS1A: 1%

How did Cc1ccc(C)n1-n1c(C)nc2sc(-c3ccccc3)cc2c1=O do in these assays?
VEEV TC-83 Vero: 8.3%; M. tuberculosis: 26%; H37Rv inhibition: inconclusive; Salmonella PhoP GFP: -12%; influenza NS1A: 3%

What do the screens show for `Cc1ccc(SCC(=O)OCC(=O)NC2CCCCCC2)cc1`?
VEEV TC-83 Vero: inactive; M. tuberculosis: 15%; H37Rv inhibition: 3%; Salmonella PhoP GFP: -5%; influenza NS1A: -8%

Results for O=C1CC(c2ccc(F)cc2)Sc2nc(-c3ccccc3)c(-c3ccccc3)n21 (centres undefined) ?
VEEV TC-83 Vero: 0.5%; M. tuberculosis: -13%; H37Rv inhibition: 4%; Salmonella PhoP GFP: 0%; influenza NS1A: 3%

Results for CCN(CC(=O)Nc1ccc(OC)cc1)C(=O)CCc1nc2ccccc2c(=O)[nH]1 ?
VEEV TC-83 Vero: 0.9%; M. tuberculosis: -9%; H37Rv inhibition: -3%; Salmonella PhoP GFP: 2%; influenza NS1A: 0%

What do the screens show for `CC(C)NC(=O)C12CC3CC(C1)CC(n1cnc(Cl)n1)(C3)C2`?
VEEV TC-83 Vero: 2.0%; M. tuberculosis: -15%; H37Rv inhibition: -14%; Salmonella PhoP GFP: -11%; influenza NS1A: 22%

Results for Cc1cccc(CNC(=O)c2ccccc2N)c1 ?
VEEV TC-83 Vero: inactive; M. tuberculosis: -2%; H37Rv inhibition: 5%; Salmonella PhoP GFP: 17%; influenza NS1A: -5%

Results for Cn1c(SCC(=O)N2CCN(c3ccccc3)CC2)nnc1-c1ccncc1 ?
VEEV TC-83 Vero: 0.9%; M. tuberculosis: 5%; H37Rv inhibition: 6%; Salmonella PhoP GFP: -10%; influenza NS1A: -7%

What do the screens show for `Cc1ccc(-c2nc(CCN3C(=O)c4ccccc4C3=O)cs2)cc1`?
VEEV TC-83 Vero: >25µM*; M. tuberculosis: 19%; H37Rv inhibition: 11%; Salmonella PhoP GFP: 9%; influenza NS1A: -2%

How did CC(=O)Nc1ccc(Nc2nc3ccccc3nc2NS(=O)(=O)c2ccc(Cl)c([N+](=O)[O-])c2)cc1 do in these assays?
VEEV TC-83 Vero: 3.2%; influenza NS1A: -1%

How did COc1ccccc1N1CCN(S(=O)(=O)c2c(C)sc3ncn(CC(=O)NCCN(C)C)c(=O)c23)CC1 do in these assays?
VEEV TC-83 Vero: 0.6%; M. tuberculosis: 10%; H37Rv inhibition: 5%; Salmonella PhoP GFP: 11%; influenza NS1A: 1%

How did Cc1ccccc1-c1nc2sc3c(c2c(=O)o1)CCC3 do in these assays?
VEEV TC-83 Vero: 0.7%; M. tuberculosis: 69%; H37Rv inhibition: inconclusive; Salmonella PhoP GFP: 6%; influenza NS1A: 3%

What do the screens show for `CCSC(=O)NC1CCCCC1`?
VEEV TC-83 Vero: inactive; M. tuberculosis: -2%; H37Rv inhibition: 0%; Salmonella PhoP GFP: -6%

What do the screens show for `O=C(COC(=O)Cc1cccc(C(F)(F)F)c1)NCC1CCCO1` (centres undefined)?
VEEV TC-83 Vero: inactive; M. tuberculosis: 21%; H37Rv inhibition: 1%; Salmonella PhoP GFP: -11%; influenza NS1A: 0%

What do the screens show for `CCc1ccc(CNC(=O)c2ccc3nc(C4CCCCC4)oc3c2)nc1`?
VEEV TC-83 Vero: 3.4%; H37Rv inhibition: inconclusive; Salmonella PhoP GFP: -5%; influenza NS1A: -4%

What do the screens show for `CCN(CC(=O)Nc1ccc(NC(C)=O)cc1)C(=O)/C=C/c1ccc(C)o1`?
VEEV TC-83 Vero: 0.2%; M. tuberculosis: 15%; H37Rv inhibition: -2%; influenza NS1A: -4%

What do the screens show for `CN(C)CCNc1oc(-c2ccccc2Cl)nc1S(=O)(=O)c1ccccc1`?
VEEV TC-83 Vero: 0.1%; M. tuberculosis: -1%; H37Rv inhibition: -3%; influenza NS1A: 6%

How did O=C(CSc1n[nH]c(=O)n1C1CC1)Nc1ccc(F)c([N+](=O)[O-])c1 do in these assays?
VEEV TC-83 Vero: 1.9%; influenza NS1A: -4%

Results for O=C(Nc1cccc(C(=O)N2CCOCC2)c1)c1cncc(Br)c1 ?
VEEV TC-83 Vero: 0.2%; M. tuberculosis: -2%; H37Rv inhibition: -7%; Salmonella PhoP GFP: -2%; influenza NS1A: 1%

What do the screens show for `C[C@H](NC(=O)c1nc[nH]c1C(=O)N1CCN(C(=O)OC(C)(C)C)CC1)C(=O)OC(C)(C)C`?
VEEV TC-83 Vero: 0.1%; H37Rv inhibition: -12%; Salmonella PhoP GFP: 3%; influenza NS1A: -2%

What do the screens show for `COC(=O)[C@]1(CC(C)C)N[C@H](c2ccc(-c3ccc(F)cc3)cc2)[C@@H]2C(=O)N(C)C(=O)[C@@H]21`?
VEEV TC-83 Vero: inactive; M. tuberculosis: 14%; H37Rv inhibition: -2%; Salmonella PhoP GFP: -47%; influenza NS1A: -7%

Results for C/C(CCc1ccc2c(c1)OCO2)=N\N=C1\NC(=O)CC(C(=O)Nc2ccc(Cl)cc2)S1 (centres undefined) ?
VEEV TC-83 Vero: 0.3%; M. tuberculosis: 9%; H37Rv inhibition: 1%; Salmonella PhoP GFP: 2%; influenza NS1A: 1%

Results for CCOC(=O)c1nnn2c1nc(N1CCOCC1)c1ccccc12 ?
VEEV TC-83 Vero: 1.3%; M. tuberculosis: -4%; H37Rv inhibition: 6%; Salmonella PhoP GFP: 5%

How did COC(=O)[C@@H](NC(=O)N(C1CCCCC1)C1CCCCC1)C(C)C do in these assays?
VEEV TC-83 Vero: inactive; M. tuberculosis: -5%; H37Rv inhibition: 3%; Salmonella PhoP GFP: -3%; influenza NS1A: 2%

Looked up by structure from above, two records:
How did COC(=O)[C@@H](NC(=O)N(C1CCCCC1)C1CCCCC1)C(C)C do in these assays?
VEEV TC-83 Vero: inactive; M. tuberculosis: -5%; H37Rv inhibition: 3%; Salmonella PhoP GFP: -3%; influenza NS1A: 2%

What do the screens show for `COC(=O)[C@]1(CC(C)C)N[C@H](c2ccc(-c3ccc(F)cc3)cc2)[C@@H]2C(=O)N(C)C(=O)[C@@H]21`?
VEEV TC-83 Vero: inactive; M. tuberculosis: 14%; H37Rv inhibition: -2%; Salmonella PhoP GFP: -47%; influenza NS1A: -7%

Rows are unselected; about 1.5% have a hit in one of these screens.
